Bioassay records: PubChem BioAssay, Center for Chemical Genomics, University of Michigan
Dicer inh: human Dicer pre-microRNA cleavage inhibition. 47,000 tested, 6% active. Q9UPY3. z-score at 25 µM. cat-ELCCA pre-miR-21 Dicer processing, chemiluminescence; hits give high values; in the data active = z-score above about 3, passing the limit was not always enough;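 note: plate controls were vehicle for no effect and no enzyme for full effect; higher signal means more uncleaved substrate so more Dicer inhibition; strong numbers were not always called active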
Target sequence (Q9UPY3 whole entry, looked up): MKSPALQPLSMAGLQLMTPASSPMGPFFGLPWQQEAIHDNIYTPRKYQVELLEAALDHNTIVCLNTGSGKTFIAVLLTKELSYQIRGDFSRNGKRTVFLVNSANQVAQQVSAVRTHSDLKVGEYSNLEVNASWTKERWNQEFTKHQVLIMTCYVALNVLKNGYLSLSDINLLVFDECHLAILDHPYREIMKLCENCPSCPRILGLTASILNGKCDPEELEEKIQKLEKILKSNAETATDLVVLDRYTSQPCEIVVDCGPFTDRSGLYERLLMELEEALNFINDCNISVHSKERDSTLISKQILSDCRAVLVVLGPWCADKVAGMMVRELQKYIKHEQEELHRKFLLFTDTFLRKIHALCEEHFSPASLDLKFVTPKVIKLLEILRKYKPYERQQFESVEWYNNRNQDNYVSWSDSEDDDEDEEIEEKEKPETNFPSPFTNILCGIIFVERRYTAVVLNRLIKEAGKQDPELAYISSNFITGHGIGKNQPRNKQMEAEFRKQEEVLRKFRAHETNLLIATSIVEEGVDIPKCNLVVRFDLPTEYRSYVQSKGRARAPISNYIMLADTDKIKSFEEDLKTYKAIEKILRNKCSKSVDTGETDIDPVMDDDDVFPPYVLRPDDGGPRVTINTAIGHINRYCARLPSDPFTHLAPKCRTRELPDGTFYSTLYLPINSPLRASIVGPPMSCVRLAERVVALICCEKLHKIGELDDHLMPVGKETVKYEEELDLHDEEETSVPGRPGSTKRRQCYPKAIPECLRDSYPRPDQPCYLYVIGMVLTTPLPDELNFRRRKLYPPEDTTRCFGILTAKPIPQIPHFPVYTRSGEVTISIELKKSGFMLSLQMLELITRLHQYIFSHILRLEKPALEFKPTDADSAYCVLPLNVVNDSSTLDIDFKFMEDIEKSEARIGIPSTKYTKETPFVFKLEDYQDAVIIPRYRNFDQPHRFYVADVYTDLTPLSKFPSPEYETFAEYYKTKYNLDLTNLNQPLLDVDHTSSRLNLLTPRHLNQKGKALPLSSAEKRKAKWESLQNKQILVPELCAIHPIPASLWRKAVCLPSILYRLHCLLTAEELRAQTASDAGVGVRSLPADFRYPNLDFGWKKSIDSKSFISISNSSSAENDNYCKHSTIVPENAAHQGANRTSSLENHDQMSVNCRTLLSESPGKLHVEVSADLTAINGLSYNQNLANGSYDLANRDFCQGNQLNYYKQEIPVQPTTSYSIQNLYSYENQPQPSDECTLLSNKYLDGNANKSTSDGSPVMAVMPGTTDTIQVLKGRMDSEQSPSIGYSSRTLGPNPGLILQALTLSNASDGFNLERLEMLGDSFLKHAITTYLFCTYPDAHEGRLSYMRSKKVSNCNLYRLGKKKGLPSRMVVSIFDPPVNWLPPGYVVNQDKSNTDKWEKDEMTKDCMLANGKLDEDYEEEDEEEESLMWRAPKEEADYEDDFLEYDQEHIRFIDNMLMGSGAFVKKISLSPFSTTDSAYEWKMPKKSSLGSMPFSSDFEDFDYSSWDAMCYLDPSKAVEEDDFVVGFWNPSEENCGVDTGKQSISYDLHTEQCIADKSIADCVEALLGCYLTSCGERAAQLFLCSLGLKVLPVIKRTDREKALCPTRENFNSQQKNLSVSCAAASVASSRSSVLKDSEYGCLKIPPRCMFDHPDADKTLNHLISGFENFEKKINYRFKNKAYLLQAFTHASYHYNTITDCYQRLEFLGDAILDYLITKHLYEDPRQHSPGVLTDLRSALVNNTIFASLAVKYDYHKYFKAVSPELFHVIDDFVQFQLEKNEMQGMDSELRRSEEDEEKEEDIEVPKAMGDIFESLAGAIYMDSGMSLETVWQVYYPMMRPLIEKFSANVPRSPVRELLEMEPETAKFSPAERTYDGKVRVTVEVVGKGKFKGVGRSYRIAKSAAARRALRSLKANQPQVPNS
Numbers without * were called inactive; & = joins results of further samples.

SMILES	Dicer inh
CCN(CC)C(=O)Oc1ccc2c(C(F)(F)F)cc(=O)oc2c1	5.3
COC(=O)C1=C(C)NC2=C(C(=O)CCC2)C1c1cccc(Br)c1 (configuration not stated)	-0.4
CCc1nc(C)cn1S(=O)(=O)c1cc(OC)ccc1OC	1.7
COc1cc(OC)cc(C(=O)Nc2ncn[nH]2)c1	1.6
O=C(Nc1c(C(=O)c2ccc(F)cc2)oc2ccccc12)c1ccccc1	-0.56
COc1ccc2nc(SCC(=O)Nc3ccc4c(c3)OCO4)[nH]c2c1	0.21
O=C(CSc1nncn1-c1ccc(C(F)(F)F)cc1)Nc1ccc(C(F)(F)F)cc1	1.8
CC(C)(C)CC(C)(C)NC(=O)C(Sc1ccccc1N)c1ccccc1 (configuration not stated)	-0.37
C=CCc1ccccc1OCc1ccc(C(=O)O)cc1	1.7
FC(F)(F)c1cc(-c2nc(CSc3ncccn3)no2)cc(C(F)(F)F)c1	0.79
CC1CCc2c(ccc3c4c(ccc23)C(=O)C(C)CC4)C1=O (configuration not stated)	-0.67
Cc1cc(C)cc(Oc2c(C(F)(F)F)oc3c(CN4CCOCC4)c(O)ccc3c2=O)c1	1.4
CCOC(=O)Cc1cc(=O)n2[nH]c(C)nc2n1	1.6
Cc1cc(C)nc(SCC(=O)NC2=NC(=O)C(C)S2)n1 (configuration not stated)	-0.29
COc1cc(C2N(C(C)=O)N=C(NC(C)=O)N2C(C)=O)cc(OC)c1OC (configuration not stated)	2.8
COC(=O)C1=C(C)NC2=C(C(=O)C(C(=O)OC)C(C)C2)C1c1ccc2c(c1)OCO2 (configuration not stated)	-1.6
Cn1c(=O)c2c(nc(NCc3ccccc3)n2Cc2ccc(Br)cc2)n(C)c1=O	2.4
Cc1ccc(S(=O)(=O)NC(=O)NCc2ccc(C#N)cc2)cc1	0.64
N#Cc1c(NC(=O)c2ccc(Cn3cc(Cl)cn3)o2)sc2c1CCCC2	2.9
Cc1cc(C)c(N2C(N)=NC(N)=NC2(C)C)c(C)c1	0.39
COc1ccccc1OCc1nc2c3c4c(sc3ncn2n1)CCCCC4	-0.5
Cn1nc(C(F)(F)F)c(-c2ccccc2)c1NC(=O)c1ccc(F)cc1	-0.74
C[C@H](Cc1cc2c(c(C(N)=O)c1)N(CCCO)CC2)NCCOc1ccccc1OCC(F)(F)F	0.84
Nc1nonc1C1=NS(=O)ON1 (configuration not stated)	1.5
FC(F)(F)c1ccnc(NCCNC(=S)NCCc2ccccc2)n1	2.2

The list goes on.
SMILES	Dicer inh
Cc1cc(OC(=O)c2ccc([N+](=O)[O-])cc2)c(Cl)c(C)c1Cl	-0.7
CC(=O)c1ccc(C#CC(C)(C)O)s1	-0.68
COc1ccccc1N1CCN(CCN2C(=O)CC3(CCCC3)CC2=O)CC1	-0.29
O=C(c1ccc(Cl)c(Cl)c1)c1nccn1Cc1ccc(Cl)cc1	0.12
O=C(NCc1cccs1)c1nn2c(C(F)(F)F)cc(-c3cccs3)nc2c1Cl	0.11
O=C(O)COc1ccc(/C=C/c2nc(-c3ccccc3O)n[nH]2)cc1	2.3
COc1nc(-c2ccc(C)cc2)ccc1-c1noc(C(C)C)n1	-0.32
Cc1ccc(-n2ncc3c2ncn2c(-c4ccccc4Cl)nnc32)cc1	1
CC(=O)Nc1ccc(C(F)(F)F)cc1Br	-0.66
C/C(=C/c1cccc2ccccc12)[N+](=O)[O-]	1.3
Cc1ccc(Cl)c(Nc2ccccc2C(=O)O)c1Cl	-0.38&0.9
O=C(O)CCC(=O)c1ccc2c(c1)NC(=O)CO2	-0.6
CNC(=S)N/N=C/c1ccc(N(C)CCC#N)cc1	-0.05
Cc1ccc(C2c3c(oc4ccc(C)cc4c3=O)C(=O)N2CCCN(C)C)cc1 (configuration not stated)	1.3
COc1ccc(C(=O)COC(=O)CN2C(=O)C3CC=CCC3C2=O)cc1 (configuration not stated)	1.4
CCNc1nc(SCc2ccc([N+](=O)[O-])cc2)nc2nc(N(CC)CC)ncc12	0.13
CC1=C(C(=O)OC2CCCC2)C(c2coc3ccccc3c2=O)C2=C(CC(C)(C)CC2=O)N1 (configuration not stated)	2.4
O=C(CSc1n[nH]c(=O)n1-c1ccccc1C(F)(F)F)c1ccc(F)cc1	-0.61
Cc1ccc(NC(=S)Nc2cccc(Cl)c2)cc1NS(C)(=O)=O	0.22
CC1(O)CCOC(=O)C1 (configuration not stated)	1.5
CCCCCCN1C(=O)NC(c2ccccc2)C1=O (configuration not stated)	-0.5
O=C(NC(=O)c1ccccc1)Nc1ccc(-c2cnco2)cc1	-1.6
CN(C)CCCNc1c2c(c(C#N)c3nc4ccccc4n13)CCC2	2.7
CC(Sc1nnc2sc3ccccc3n12)C(=O)O (configuration not stated)	0.44
Cc1cc(C)c(-c2ccn(C(=O)c3cc(-c4ccccc4)oc3C)n2)[nH]1	-1.6

Continuation.
SMILES	Dicer inh
O=[N+]([O-])c1sccc1CS(=O)(=O)c1ccccc1	-0.49
CCn1c(=S)ccc2ccccc21	-0.12
COC(=O)c1ccc(C2Oc3c(OC)cccc3C3CC(c4ccccc4O)=NN32)cc1 (configuration not stated)	1.4
CCn1c2ccccc2c2nnc(SCC(N)=O)nc21	1.4
CC(Oc1ccc(Cl)cc1Cl)C(=O)NNC(=S)Nc1ccccc1 (configuration not stated)	0.74
Nc1ncc(Br)cc1Br	-0.91
N#Cc1c(Nc2ccccc2Cl)s[nH]c1=O	0.23
COc1ccc(-c2cc(=S)sc(N)c2C#N)cc1OC	-2.7
O=C(O)CCC(=O)Nc1ccc(S(=O)(=O)Nc2nccs2)cc1	0.26
COc1ccc(-c2cc3ncc4c(n3n2)-c2cc(Cl)ccc2OC4)cc1	-2.9
O=[N+]([O-])c1ccc(C=Nc2cc(C(F)(F)F)ccc2NCCc2ccccn2)s1	-1.3
N#Cc1cn(CC(=O)N2CCc3ccccc3C2)c2ccccc12	-0.07
O=C(c1ccco1)c1cn(CC(=O)N2CCc3ccccc32)c2ccccc12	-0.47
O=C(O)C12C3CCC4C5C3C1C5(C(=O)O)C42 (configuration not stated)	0.11
Cc1ccc(S(=O)(=O)Nc2ccc3c(c2)Cc2cc(Br)ccc2-3)cc1	3.4*
O=C(c1ccccc1)c1ccc(C(=O)O)c(C(=O)O)c1	0.97
O=C(CN1CC(=O)Oc2ccccc21)Nc1ccc2c(c1)OCO2	-1.7
Cc1nc2n(c(=O)c1CCN1CCC(c3noc4cc(F)ccc34)CC1)CCCC2	0.12
C=CCn1c2ccccc2c2nnc(SCC(=O)Nc3nc(C)c(C(=O)OCC)s3)nc21	4.9*
COC(=O)CCc1ccc(OCC(O)CNC(C)C)cc1 (configuration not stated)	0.11
Cc1ccccc1CSc1nnc(-c2ccncc2)o1	-0.02
Cc1ccc(S(=O)(=O)CCSC2=CC(=O)CC(C)(C)S2)cc1	-3.2
COc1ccccc1NC(=O)CSCc1cnc(C)c(O)c1CO	-0.38
Cc1sc2nc(C)n(/N=C/c3cccnc3)c(=O)c2c1C	0.1
Nc1ccc(-c2nc3ccccc3o2)cc1	1.6

18 of the compounds above, in markdown:
| canonical_smiles | Dicer inh |
| --- | --- |
| COc1ccc(-c2cc(=S)sc(N)c2C#N)cc1OC | -2.7 |
| O=C(O)CCC(=O)Nc1ccc(S(=O)(=O)Nc2nccs2)cc1 | 0.26 |
| COc1ccc(-c2cc3ncc4c(n3n2)-c2cc(Cl)ccc2OC4)cc1 | -2.9 |
| O=[N+]([O-])c1ccc(C=Nc2cc(C(F)(F)F)ccc2NCCc2ccccn2)s1 | -1.3 |
| N#Cc1cn(CC(=O)N2CCc3ccccc3C2)c2ccccc12 | -0.07 |
| O=C(c1ccco1)c1cn(CC(=O)N2CCc3ccccc32)c2ccccc12 | -0.47 |
| O=C(O)C12C3CCC4C5C3C1C5(C(=O)O)C42 (configuration not stated) | 0.11 |
| Cc1ccc(S(=O)(=O)Nc2ccc3c(c2)Cc2cc(Br)ccc2-3)cc1 | 3.4* |
| O=C(c1ccccc1)c1ccc(C(=O)O)c(C(=O)O)c1 | 0.97 |
| O=C(CN1CC(=O)Oc2ccccc21)Nc1ccc2c(c1)OCO2 | -1.7 |
| Cc1nc2n(c(=O)c1CCN1CCC(c3noc4cc(F)ccc34)CC1)CCCC2 | 0.12 |
| C=CCn1c2ccccc2c2nnc(SCC(=O)Nc3nc(C)c(C(=O)OCC)s3)nc21 | 4.9* |
| COC(=O)CCc1ccc(OCC(O)CNC(C)C)cc1 (configuration not stated) | 0.11 |
| Cc1ccccc1CSc1nnc(-c2ccncc2)o1 | -0.02 |
| Cc1ccc(S(=O)(=O)CCSC2=CC(=O)CC(C)(C)S2)cc1 | -3.2 |
| COc1ccccc1NC(=O)CSCc1cnc(C)c(O)c1CO | -0.38 |
| Cc1sc2nc(C)n(/N=C/c3cccnc3)c(=O)c2c1C | 0.1 |
| Nc1ccc(-c2nc3ccccc3o2)cc1 | 1.6 |

Further structures:
SMILES	Dicer inh
COc1ccc2c(=O)c(Oc3cc(C)cc(C)c3)c(C(F)(F)F)oc2c1	16
COCc1cc(C)nc(SCC(=O)NC2CCCCC2)c1C#N	1.5
CCOc1ccc(C2C(C(=O)c3ccc(C)o3)=C(O)C(=O)N2Cc2cccnc2)cc1OC (configuration not stated)	-1.4
COc1ccc(Oc2ccc(C(F)(F)F)cc2N2C(=O)c3nccnc3C2=O)cc1	1.5
CSc1ssc(=Nc2ccc(C)cc2)c1-c1ccccc1	0.71
CC(=O)c1ccc(OCc2ccc(Cl)c(Cl)c2)c(C)c1O	-0.27
Clc1ccc(CSC2=NNC(c3ccccn3)S2)cc1 (configuration not stated)	1.1
O=C1CCC([N+](=O)[O-])C(c2ccc(OCc3ccccc3)cc2)N1 (configuration not stated)	0.66
CC(=O)N(C)c1cccc(-c2ccc3nnc(C)n3n2)c1	1.3
CC(=O)Nc1ccc(NC(=O)CCCC(=O)O)cc1	-2.4
Cc1noc(-c2ccccc2)c1NC(=O)Nc1ccc(-c2nc3ccccc3s2)cc1	-1.9
CCOC(=O)CN1C(=O)C2(OCCO2)c2cc(Br)ccc21	-1.1
O=C1c2ccccc2-c2c1c1ccccc1c(=O)n2Cc1ccc(F)cc1	0.38
COc1ccc2c(c1)c(=O)oc1c(C)c3oc(C)c(C)c3cc12	0.57
COc1ccc(Br)cc1/C=N/NC(=O)CNc1ccccc1	2.8
COC(=O)C1=NNC(C(=O)OC)=C2COCOCC12 (configuration not stated)	-1.3
CC(=O)OC[C@H](OC(C)=O)[C@H](OC(C)=O)[C@@H](CNC(=O)c1ccc(C)c(C)c1)OC(C)=O	0.91
O=C(c1ccccc1)c1nn(-c2ccccc2)c2nc(=O)c(Cc3ccc(Cl)cc3)nn12	1.9
Brc1ccc(C2=CSc3ccccc3N2)cc1	-3.8
CC1=C(C(=O)OCCc2ccccc2)C(c2cccnc2)C2=C(CC(c3ccccc3)CC2=O)N1 (configuration not stated)	-2.1
CC(C)(CC(=O)O)CC(=O)NNc1c(Cl)cncc1Cl	-1.8
C[C@@H](NCCc1ccc(O)cc1)[C@@H](O)c1ccc(O)cc1	9.7*
Cc1occc1-c1nnc(SCC(=O)c2ccc3c(c2)OCCO3)o1	-2.8
CCOC(=O)C(Sc1ncnc2sc3c(c12)CCCC3)C(C)=O (configuration not stated)	-1.6
COc1cccc(C2Nc3ccc4ccccc4c3C3=C2C(=O)CC(C)(C)C3)c1OCC(=O)O (configuration not stated)	-0.3

Further structures follow:
SMILES	Dicer inh
COc1ccc(OC2C(=O)N(CCc3ccc(Cl)cc3)C2c2ccc3c(c2)OCO3)cc1 (configuration not stated)	4.9*
CC(C)NC(=O)ONC(=O)c1csc(-c2cccnc2)n1	0.59
Cc1ccc(S(=O)(=O)N2c3ccccc3C(C)CC2(C)C)cc1 (configuration not stated)	1.2
NS(=O)(=O)c1ccc(Sc2nc3ccccc3o2)c([N+](=O)[O-])c1	-0.75
O=C1Nc2ccccc2/C1=C/c1ccc(N2CCOCC2)nc1	0.63
CCCCOC(=O)c1ccc(O)cc1	13
Cc1nc(NCc2ccc3c(c2)OCO3)nc2c1C(=O)c1ccccc1-2	-1.1
Fc1ccc(Oc2ccnc3cc(Cl)ccc23)cc1	-0.22
CCOC(=O)c1c(NC(C)=O)sc2c(OC(C)=O)c(Br)ccc12	1.3
COc1ccc(C(=O)c2oc3ccc(OC)cc3c2N)cc1	4.2*
CCCCCCCSc1nc2c(c(=O)[nH]c(=O)n2C)n1C	0.75
COCc1cc(=O)[nH]c(/N=C(\N)Nc2c(F)cccc2F)n1	1.8
Cc1nn(C(=O)c2ccc(Cl)cc2)c(C)c1Sc1nnnn1-c1ccccc1	-1.9
COc1cccc(C2SCc3cc(C)c(C)cc3CS2)c1O	-0.28
O=C1CC(c2ccccc2)Cc2nc(N3CCN(Cc4ccc5c(c4)OCO5)CC3)ncc21 (configuration not stated)	-1.6
O=S(=O)(c1ccc(-c2nc3ccccc3s2)cc1)N1CCc2ccccc21	0.45
CCOc1ccc(CSc2n[nH]c(C)n2)cc1	-0.26
Cc1c(S(=O)(=O)c2ccc(Cl)cc2)csc1S(=O)(=O)N1CCCC1	3*
Cc1ccc(C2CC(c3ccco3)n3nc(N)nc3N2)cc1 (configuration not stated)	0.51
Cc1ccc2c(C)nc(Nc3nc(C)c(Cc4ccccc4)c(=O)[nH]3)nc2c1	-0.46
O=c1[nH]n(-c2ncnc3sc4c(c23)CCCC4)c(=O)c2ccccc12	-0.56
N#CC(c1c(Cl)cccc1N1CCCCC1)N1CCCCC1 (configuration not stated)	-0.69
O=C1C(=O)N(Cc2cccnc2)C(c2ccc(Br)cc2)/C1=C(\O)c1ccc(F)cc1 (configuration not stated)	1.3
CC(C)c1nnc(NC(=O)C2c3ccccc3Oc3ccccc32)s1	0.88
O=C1c2ccccc2C(=O)C1c1ccccc1	0.31

Additional structures follow:
SMILES	Dicer inh
COc1ccccc1-c1n[nH]c(=S)o1	3.7*
CSc1ccccc1NC(=O)c1cnc(N)nc1C(F)(F)F	-0.19
COc1cccc(C2C3=C(CC(C)(C)CC3=O)NC3=C2C(=O)c2ccccc23)c1OC (configuration not stated)	1.8
CCCc1nc2cc(Cl)c(Cl)cc2nc1C	-5.2
O=C1NCCCCC1NS(=O)(=O)c1ccccc1 (configuration not stated)	1.8
O=S(=O)(Cc1ccc(Br)cc1F)c1ccccn1	1.8
Cc1ccc(CNC(=S)NN(C)C)cc1	1.6
CCOC(=O)COc1ccccc1C1C(C(=O)OC)=C(C)NC2=C1C(=O)c1ccccc12 (configuration not stated)	-0.12
COCCCNC(=S)N/N=C/c1ccc(OC)c(Br)c1	-0.69

This is a subset. The share of hits here may be higher or lower than overall.
